# Assay outcomes: PubChem BioAssay, NCI
# NCI-60 one-dose screen, 48 h, at 10 µM unless noted. Numbers give growth in % (100 = growth as untreated, 0 = no growth, -100 = all killed).
# A549/ATCC: A549/ATCC NSCLC; 81,000 tested, 3.7% active
# M14: M14 melanoma; 80,000 tested, 6.2% active; AID 1794745
# EKVX: EKVX NSCLC; 71,000 tested, 3% active
# CCRF-CEM: CCRF-CEM leukemia | 77,000 tested, 7% active | AID 1794778
# MOLT-4: MOLT-4 leukemia cells; AID 1794779; 80,000 tested, 6.9% active
# HOP-92: HOP-92 NSCLC cells; 71,000 tested, 6.3% active; AID 1794738
# HOP-62: HOP-62 NSCLC | AID 1794735 | 80,000 tested, 3.9% active
# RPMI-8226: RPMI-8226 leukemia cells. 77,000 tested, 7.5% active
# An asterisk follows results filed as active; · = not tested or not shown; & = joins results of further samples. Rule for the calls: active = growth percent below 10; inactive = the rest.
SMILES,A549/ATCC,M14,EKVX,CCRF-CEM,MOLT-4,HOP-92,HOP-62,RPMI-8226
COC(=O)[C@]12CC[C@@H](C)[C@H](C)[C@@H]1C1=CC[C@@H]3[C@@]4(C)C(C=O)=C[C@@]5(C)COC(=C45)C[C@@]3(C)[C@]1(C)CC2,25,56,40,47,35,70,80,39
OB(O)c1ccc(Br)cc1,94,93,92,110,96,92,96,115
C(#CC(c1ccccc1)c1ccccc1)c1ccccc1,90,89,87,103,97,65,97,100
O=C1C(N2CCOCC2)=C(I)C(=O)c2ncccc21,86,87,89,62,51,123,56,91
Clc1ccc(/C=C\c2ccncc2)cc1,76,89,37,96,81,·,93,84
C=CC(=O)Nc1ccc2ncnc(Nc3cccc(NS(=O)(=O)CCC)c3Cl)c2c1,51,20,52,50,67,35,67,55
CCCC(C)NCCOC(=O)C(c1ccccc1)c1ccccc1 (configuration not stated),101,104,·,84,88,·,97,97
Brc1cccc(-c2cn3c(ccc4ccccc43)n2)c1,88,78,89,98,102,89,95,77
O=Cc1ccc(O)c(O)c1,89,94,103,58,80,85,97,87
CCN(CC)CCCC(C)Nc1c(-c2ccccc2)cnc2cc(Cl)ccc12 (configuration not stated),57,-96*,83,62,49,·,101,27
COCCNC(=O)Cc1c(-c2ccccc2)oc2cc(OC)c(OC)c(OC)c12,99,116,107,101,98,110,101,96
COc1ccc(C2=Nn3c(nnc3-c3cc(OC)ccc3OC)SC2)cc1,108,97,·,55,75,92,101,95
C=Cc1cc2oc3ccccc3c(=O)c2c(O)c1-c1cc(OC)c2cc(CCC)n(C)c(=O)c2c1O,90,101,78,92,94,55,94,98
C/C(Cc1ccccc1)=N\NC(N)=S,84,84,70,51,65,·,106,76
CCCCCCCOc1ccc(C(=O)CCN2CCOCC2)cc1,99,96,100,85,95,96,103,·
Cc1ccc(NC(=O)C23CC(CN4CCN(C)CC4)(C2)C3)cc1Nc1nccc(-c2cccnc2)n1,107,107,96,129,113,105,94,110
CC(=O)OC(COC(c1ccccc1)(c1ccccc1)c1ccccc1)Cn1cnc2c1c(=O)n(C)c(=O)n2C (configuration not stated),86,99,92,81,89,52,98,82
CN(C)c1nc(-c2ccco2)n2nc(-c3ccco3)cc2n1,93,100,77,93,97,·,91,65
COc1ccc(CC(N)C(=O)O)cc1 (configuration not stated),81,100,97,65,105,89,85,93
O=C(CSc1nnnn1-c1ccccc1)c1cc2cc(Cl)ccc2oc1=O,95,96,100,99,111,99,90,100
CC[N+](CC)(CC(=O)Nc1c(C)cccc1C)Cc1ccccc1,99&106,100&95,100&106,2.7*,99&100,91&112,93&85,113&74
ClCCCOCc1ccccc1,103,104,107,·,80,·,98,·
CCc1ccc(CNCC(O)c2ccccc2)cc1 (configuration not stated),74,59,·,29,19,13,77,34
CCC(C)(C)C(=O)O[C@H]1C[C@@H](C)C=C2C=C[C@H](C)[C@H](CC[C@@H]3C[C@@H](O)CC(=O)O3)[C@H]21,67,59,52,62,73,·,81,63
C1=CCc2c(cccc2OCCCCCCN2CCCCCC2)C1,68,51,66,63,52,38,74,63
O=C(NCCO)C(F)(F)F,98,101,·,·,99,·,104,109
Cc1cccc(Cl)c1-n1cc(-c2ccc(Br)cc2)oc1=Nc1ccc(Nc2ncnc3sc4c(c23)CCCC4)cc1,88,99,94,91,92,78,86,87
Cc1cnc(N)nc1-c1ccccc1,97&104,106&100,·,97&103,101&100,92&86,107&109,93&105
CCCc1c(CC)c(=N)c2ccccc2n1C,50,-62*,·,9.3*,0.1*,76,68,-17*
Cc1ccc2c(c1)nc(-c1ccccc1)n2CC(=O)N=Nc1c(O)[nH]c2ccc(Br)cc12,-45*,-55*,-77*,24,-42*,·,-59*,-1.7*
COc1ccc(/C=N/NC(=O)c2cnn3c2N(C(C)=O)C(c2ccccc2)C3)cc1OC1CCCC1 (configuration not stated),98,105,92,97,97,87,90,86
O=C(CSc1nnc(-c2ccc(-c3nc4ccc(Cl)cc4[nH]3)cc2)o1)Nc1ccc(Cl)cc1,-36*,1.0*,48,4.9*,5.5*,15,-14*,8.6*
CC(=O)c1cc(-c2ccc(Cl)cc2)nc2ccccc12,97,108,75,105,81,78,92,98
N#CC1=C(O)C(=O)/C(=C(\O)c2ccccc2)C1c1ccccc1 (configuration not stated),105,104,110,93,102,90,106,95
CCCC(O)Cn1ncc(C(=O)OCC)c1NC(=O)NCc1cccc(F)c1 (configuration not stated),88,80,98,90,71,71,100,75
COc1ccc(Sc2ccc3[nH]c(=O)nc(N)c3c2)cc1,80,105,96,95,98,·,108,104
ClCC[n+]1ccccc1,110,107,120,95,104,·,118,99
C/C(=N/O)c1ccc(NC(=O)C(C)N2CCN(c3cc4c(cc3F)c(=O)c(C(=O)O)cn4C3CC3)CC2)cc1 (configuration not stated),93,98,112,107,90,84,93,110
Cc1ccc(C(=O)N2CCN(c3ccc(NC(=O)c4cccs4)cc3)CC2)cc1,90,100,96,83,80,85,108,72
COc1cc(C)cc2oc3oc(=O)c(C(=O)c4cc5ccccc5o4)cc3c(=O)c12,112,97,93,107,102,89,75,103
Nc1[nH]c(=S)nc2c1nnn2-c1ccc(S(N)(=O)=O)cc1,95,107,96,82,79,89,95,88
CC(C)CSc1nc(NNC(N)=S)c(C#N)c(-c2ccccc2)n1,108,121,96,100,103,104,93,100
COc1ccc(C(=O)Nc2ncc(Cc3ccc(F)cc3)s2)cc1,23,16,38,12,15,51,29,16
COc1cc(/C=C2\Oc3cc(OCCCN4CCCC4)ccc3C2=O)cc(OC)c1,33,-60*,77,-24*,-23*,68,92,49
Cc1ccc(-c2nc(C#N)co2)cc1,100,90,112,97,96,97,98,103
COc1ccc(NC(=O)CCCCCCNC(=O)C(O)(O)C(F)(F)F)cc1,46,50,62,26,21,28,28,25
COc1cc2ncnc(Nc3ccc(F)c(Cl)c3)c2cc1OCC(=O)N1CCN(c2ccc([N+](=O)[O-])cc2)CC1,94,97,85,96,94,89,99,94
COc1cc(/C=C/C(=O)c2ccc(F)cc2)ccc1Oc1nc(Nc2ccc(F)cc2)nc(N(C)C)n1,74,69,50,15,1.5*,66,94,24
COc1ccc2cc(-c3nn(-c4ccc(C(=O)O)cc4)cc3CO)ccc2c1,102,99,91,102,85,102,104,95
COc1cccc(-c2cnco2)c1OCc1c(C)c(COc2c(OC)cccc2-c2cnco2)c(C)c(COc2c(OC)cccc2-c2cnco2)c1C,52,·,53,95,91,-6.3*,42,47
CCn1cc(C(=O)N/N=C/c2ccc(Br)cc2)c(=O)c2cc(F)c(N3CCNC(C)C3)c(F)c21 (configuration not stated),45,43,87,30,22,61,89,-15*
Cc1c(C(CC(=O)O)c2ccccc2)c(=O)[nH]n1-c1ccccc1 (configuration not stated),99,96,104,97,101,96,97,·
COc1ccc(C(=S)N2CCN(c3ccccc3C)CC2)cc1OC,90,85,112,87,84,84,111,90
Cc1ccc(S(=O)(=O)Nc2cncnc2NS(=O)(=O)c2ccc(C)cc2)cc1,98,99,101,90,77,84,109,88
Cc1cc2c(cc1S(N)(=O)=O)S(=O)(=O)CCC2,98,104,102,106,110,·,97,113
BrCCc1ccc2ccccc2c1,107,100,108,104,105,92,101,103
CC1(C)C(N(O)C(=O)Nc2ccc(Cl)cc2)N(c2ccc(Cl)cc2)C(=O)N1CC(=O)N/N=C/C=C/c1ccc([N+](=O)[O-])o1 (configuration not stated),7.0*,-66*,30,·,-22*,-31*,37,-24*
CN(C)Cc1cc(OCc2ccccc2)cc(CN(C)C)c1O,105,121,105,101,100,102,101,101
CSC1=Nc2c(c(C)c(-c3ccccc3)n2CCCC(=O)O)C2=NC(=O)CN12,101,104,95,102,87,95,88,88
CCOC(=O)C(NC(=O)NC)C(=O)OCC,·,115,·,·,101,·,111,98

# Looked up above.
# RPMI-8226, `CC1(C)C(N(O)C(=O)Nc2ccc(Cl)cc2)N(c2ccc(Cl)cc2)C(=O)N1CC(=O)N/N=C/C=C/c1ccc([N+](=O)[O-])o1` (configuration not stated) stands at -24*
# CCRF-CEM, `Cc1ccc(-c2nc(C#N)co2)cc1` stands at 97

# Given with two lines to a compound: 12 of the compounds above.
# Every second line gives: A549/ATCC	M14	EKVX	CCRF-CEM	MOLT-4	HOP-92	HOP-62	RPMI-8226
COC(=O)[C@]12CC[C@@H](C)[C@H](C)[C@@H]1C1=CC[C@@H]3[C@@]4(C)C(C=O)=C[C@@]5(C)COC(=C45)C[C@@]3(C)[C@]1(C)CC2
→ 25	56	40	47	35	70	80	39
OB(O)c1ccc(Br)cc1
→ 94	93	92	110	96	92	96	115
C(#CC(c1ccccc1)c1ccccc1)c1ccccc1
→ 90	89	87	103	97	65	97	100
O=C1C(N2CCOCC2)=C(I)C(=O)c2ncccc21
→ 86	87	89	62	51	123	56	91
Clc1ccc(/C=C\c2ccncc2)cc1
→ 76	89	37	96	81	·	93	84
C=CC(=O)Nc1ccc2ncnc(Nc3cccc(NS(=O)(=O)CCC)c3Cl)c2c1
→ 51	20	52	50	67	35	67	55
CCCC(C)NCCOC(=O)C(c1ccccc1)c1ccccc1 (configuration not stated)
→ 101	104	·	84	88	·	97	97
Brc1cccc(-c2cn3c(ccc4ccccc43)n2)c1
→ 88	78	89	98	102	89	95	77
O=Cc1ccc(O)c(O)c1
→ 89	94	103	58	80	85	97	87
CCN(CC)CCCC(C)Nc1c(-c2ccccc2)cnc2cc(Cl)ccc12 (configuration not stated)
→ 57	-96*	83	62	49	·	101	27
COCCNC(=O)Cc1c(-c2ccccc2)oc2cc(OC)c(OC)c(OC)c12
→ 99	116	107	101	98	110	101	96
COc1ccc(C2=Nn3c(nnc3-c3cc(OC)ccc3OC)SC2)cc1
→ 108	97	·	55	75	92	101	95

# Carrying on:
SMILES,A549/ATCC,M14,EKVX,CCRF-CEM,MOLT-4,HOP-92,HOP-62,RPMI-8226
Oc1cccc2ccc(-c3nnc(SCc4ccc(O)c5ncccc45)o3)nc12,16,·,18,20,17,-16*,26,2.5*
Cc1ccc(-[n+]2c3cc(N)c(C)cc3nc3cc(C)c(Nc4ccccc4)cc32)cc1,-19*,-93*,-23*,1.9*,-2.0*,-60*,-65*,-37*
Cc1cccc(N2C(=O)/C(=C3\SC(=S)N(c4cccc(C)c4)C3=O)SC2=S)c1,96,106,·,96,109,95,97,105
NC(=O)Cc1nc(O)cc(=O)[nH]1,90,101,103,88,96,92,82,85
N#Cc1c(-c2ccc(Cl)cc2Cl)c(C#N)c(=O)n(Cc2nc3ccccc3[nH]2)c1N,100,98,85,98,91,69,87,90
CCOC(=O)c1cn2c3c(cc(C)cc3c1=O)C(=O)/C(=C/c1ccccc1)C2,89,101,101,94,87,57,79,110
N#Cc1ccc(NN=Nc2ccccc2C#N)cc1,93,108,·,101,95,88,96,92
CCOC(=O)C1(CC)OC12CCCCC2 (configuration not stated),92,97,93,102,130,92,101,·
CS(=O)(=O)c1ccc(-c2nc3ccccn3c2-c2nc3ccccc3[nH]2)cc1,101,99,93,100,93,106,96,98
COc1cc2oc(-c3cccc(C(=O)Nc4ccc5c(c4)OCO5)c3)cc(=O)c2c(OC)c1OC,74,74,86,63,65,78,73,21
CCOc1ccc(/C=N/NC(N)=S)cc1OCC,106,109,98,105,111,90,·,110
CCCC(=O)NC(c1ccc2c(c1)OC(F)(F)O2)c1cc(C)c2cccnc2c1O (configuration not stated),16,-11*,23,9.2*,15,34,16,29
O=C(N/N=C/C=C/c1ccccc1)c1ccncc1,94,95,101,103,105,·,93,103
O=C1/C(=C/c2ccc(O)cc2)COc2ccc(O)cc21,107,102,106,77,94,124,114,8.9*
CC(C)(C)[Si](C)(C)O[C@@H](CCO)C[C@H](CCCc1ccccc1)c1cc2ccccc2s1,84,95,88,101,68,93,85,87
Cc1ccc(/C=C2\SC(=S)N(CC(=O)NCCCN3CCOCC3)C2=O)cc1,102,102,94,104,101,91,103,96
COc1cc(C(=O)C(O)c2ccc(O)c(OC)c2)ccc1O (configuration not stated),101,112,113,97,101,98,112,108
COc1ccc(CC(=O)Nc2nn3c(-c4cc(C(F)(F)F)cc(C(F)(F)F)c4)nnc3s2)cc1,78,97,67,50,66,15,99,40
CCOC(=O)C1NN(c2ccc(S(N)(=O)=O)cc2)c2nc3nc(-c4cccs4)cc(-c4cccs4)c3c(=O)n21 (configuration not stated),91,74,92,·,79,61,109,78
Cc1ccc(CNc2c3ccccc3nc3ccccc23)cc1,26,28,38,21,4.3*,3.2*,44,-11*
COc1ccc(NC(=O)Nc2cccc(-c3ccc(N4CCOCC4)nn3)c2)cc1F,84,91,100,74,64,95,102,61
N#C/C(=C\c1ccccc1)c1nc(N)nc(Nc2ccc(S(N)(=O)=O)cc2)n1,111,·,102,104,101,103,101,106
CCN(CCO)C(C(=O)O)c1ccccc1 (configuration not stated),97,96,102,·,98,103,96,·
O=[N+]([O-])c1ccc(/C=N/c2nnc(-c3ccncc3)o2)cc1,99,104,105,90,97,96,93,91
CC(=O)c1ccc(NC(=O)CSc2nnc(-c3ccc(-c4nc5ccccc5[nH]4)cc3)o2)cc1,102,117,89,76,82,79,100,69
CC(=O)Nc1ccc2ncc(C#N)c(Nc3ccc(Cl)cc3)c2c1,101,105,·,104,103,85,100,103
CCc1cc(C(N)=S)ccn1,107,102&100,96&157,101&83,99&101,102&85,105&99,99&89
C[n+]1cccc(C#N)c1,67,100,103,·,·,100,100,·
COc1ccc(/C=N/OCCC(=O)N2CC(C)OC(C)C2)cc1OC1CCCC1 (configuration not stated),99,90,94,113,123,93,104,106
Cc1c(-c2cnc3ccc(Br)cc3c2C(=O)O)nnn1-c1ccc(Cl)cc1,94,102,110,92,89,82,90,99
Fc1ccc(C(c2ccc(F)cc2)C(Cl)Cl)cc1,102,103,101,94,94,76,115,97
